POLB inh – qHTS Assay for Inhibitors of DNA Polymerase Beta. Potency, µM (titrated, usually from 114 µM), for inactives: at the highest dose activity change, negative = inhibition, actives largely listed as inhibitors. Pol beta primer extension/strand displacement, fluorescence kinetic. 340,000 tested, 1.3% active. P06746; also: % is scaled to controls: 0 for no effect and ±100 for the full control effect
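Curves were derived by four-parameter Hill fits of normalized qHTS data. The kinetic fluorescent primer-extension read was taken at 0 and 10 min after 50 nM substrate, following a 15 min room-temperature preincubation of 10 nM enzyme with compounds.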
JMJD2A Tudor inh – qHTS Assay for Inhibitors of JMJD2A-Tudor Domain. AlphaScreen JMJD2A-Tudor / H3K4me3 peptide binding. Potency, µM (doses to about 114 µM), for inactives: at the highest dose activity change, negative = inhibition, most hits filed as inhibitors. 390,000 tested, 4.4% active. AID 504339, 2011; also: % is scaled to controls: 0 for no effect and ±100 for the full control effect; nearly all actives have a fitted effect of over 50% in size
BAZ2B inh – qHTS Assay for Inhibitors of BAZ2B; Potency, µM (top dose mostly 114 µM), inactives show at the top dose activity change, negative = inhibition, actives largely listed as inhibitors; Bromodomain adjacent to zinc finger domain protein 2B (Homo sapiens), Q9UIF8; 360,000 tested, 4.4% active; AID 504333, 2011; AlphaScreen BAZ2B-H3K14Ac peptide displacement; also: % is scaled to controls: 0 for no effect and ±100 for the full control effect; nearly all actives have a fitted effect of over 60% in size
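Multi-concentration screen (max 110 uM) measuring displacement of acetylated histone H3 peptide from BAZ2B by AlphaScreen, using 50 nM protein, 50 nM peptide and 10 ug/mL streptavidin donor plus Ni-chelate acceptor beads.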
POLH inh – qHTS for Inhibitors of Polymerase Eta; AID 588591, 2011; DNA polymerase eta (Homo sapiens), Q9Y253; recombinant Pol eta, fluorescent DNA replication assay; Potency, µM (titrated, usually from 114 µM), for the others: top-dose activity change, negative = inhibition, actives largely listed as inhibitors; 390,000 tested, 1.2% active; also: % is scaled to controls: 0 for no effect and ±100 for the full control effect
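Fluorescent replication assay: 50 nM final substrate added after a 15 min room-temperature compound preincubation with 10 nM enzyme. Signal taken at 0 min and again at 10 min.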
APE1 inh – qHTS Assay for Inhibitors of the Human Apurinic/apyrimidinic Endonuclease 1 (APE1); DNA repair nuclease/redox regulator APEX1 (Homo sapiens), P27695; recombinant APE1, TAMRA/BHQ-2 abasic DNA cleavage fluorescence; Potency, µM (series often up to 65.8 µM), without a hit: at the highest dose activity change, negative = inhibition, actives largely listed as inhibitors; 350,000 tested, 0.35% active;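 also: plate controls were vehicle for no effect and reference inhibitor for full effect; nearly all actives have a fitted effect of over 55% in size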
Target sequence (P27695 whole entry, looked up): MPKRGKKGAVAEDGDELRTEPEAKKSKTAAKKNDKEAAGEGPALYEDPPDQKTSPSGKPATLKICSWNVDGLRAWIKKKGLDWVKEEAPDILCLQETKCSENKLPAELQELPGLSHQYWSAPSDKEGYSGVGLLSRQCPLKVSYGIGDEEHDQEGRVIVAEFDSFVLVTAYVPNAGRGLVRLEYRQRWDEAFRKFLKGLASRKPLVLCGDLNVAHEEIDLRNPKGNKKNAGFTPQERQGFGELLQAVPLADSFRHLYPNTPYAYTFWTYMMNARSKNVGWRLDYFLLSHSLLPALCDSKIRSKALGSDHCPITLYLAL
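Activity was derived from the fluorescence gain between first and third kinetic reads (60 s intervals, ex 525/em 598 nm) after 50 nM THF-abasic TAMRA/BHQ-2 duplex was added to 0.75 nM APE1 preincubated 15 min with compound.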
G9a block – qHTS Assay for Inhibitors of Histone Lysine Methyltransferase G9a; Histone-lysine N-methyltransferase EHMT2 (Homo sapiens), Q96KQ7; G9a H3K9 monomethylation, AlphaScreen, 2 h; Potency, µM (doses to about 102 µM), inactives show at the highest dose activity, negative = inhibition, actives largely listed as inhibitors; 350,000 tested, 8.8% active; also: % is scaled to controls: 0 for no effect and ±100 for the full control effect; nearly all actives have a fitted effect of over 75% in size
Target sequence (Q96KQ7 913-1193 limits assumed): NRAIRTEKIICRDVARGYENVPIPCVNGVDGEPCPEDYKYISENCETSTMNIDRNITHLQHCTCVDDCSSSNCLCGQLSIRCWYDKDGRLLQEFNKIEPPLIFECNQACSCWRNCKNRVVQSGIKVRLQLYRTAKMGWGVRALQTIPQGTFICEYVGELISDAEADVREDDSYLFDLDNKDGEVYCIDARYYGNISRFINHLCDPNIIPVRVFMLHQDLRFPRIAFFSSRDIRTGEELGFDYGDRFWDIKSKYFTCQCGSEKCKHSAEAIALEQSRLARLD
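Methyltransferase reactions run at room temperature for 2 h (20 nM enzyme, 500 nM biotin-H3K9 peptide, 20 uM SAM) after a 15 min compound preincubation; product detected by AlphaScreen beads and anti-H3K9me1 antibody.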
Pol kappa inh – qHTS for Inhibitors of Polymerase Kappa; DNA polymerase kappa (Homo sapiens), Q9UBT6; purified Pol kappa, fluorescent DNA synthesis assay, 10 min; Potency, µM (top dose mostly 107 µM), for the others: at the top dose activity, negative = inhibition, usual class: inhibitors; 400,000 tested, 0.53% active; also: % is scaled to controls: 0 for no effect and ±100 for the full control effect
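50 nM final substrate added after 15 min RT preincubation of 10 nM Pol kappa with compound; fluorescence read at 0 and 10 min.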
BLM helicase inh – qHTS Assay for Inhibitors of Bloom's syndrome helicase (BLM); RecQ-like DNA helicase BLM (Homo sapiens), P54132; recombinant BLM DNA unwinding, fluorescence dequenching; Potency, µM (doses to about 56.1 µM), inactives show at the highest dose activity change, negative = inhibition, most hits filed as inhibitors; 350,000 tested, 0.2% active; AID 2528, 2010;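 also: plate controls were vehicle for no effect and no enzyme for full effect; nearly all actives have a fitted effect of over 35% in size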
POLI inh – qHTS for Inhibitors of Polymerase Iota; Pol iota fluorescent replication assay, 10 min; Potency, µM (series often up to 115 µM), without a hit: at the highest dose activity, negative = inhibition, actives largely listed as inhibitors; DNA polymerase iota (Homo sapiens), Q9UNA4; AID 588590, 2011; 390,000 tested, 1% active
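Pol iota at 10 nM preincubated 15 min with compounds at room temperature; reaction started with fluorescent substrate, 50 nM final. Fluorescence read kinetically at 0 and 10 min; buffer-only wells as negative control.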
Numbers without * were called inactive; ? = inconclusive; . = no result given; [ ] = another dose, or the depositor's remark. Calls follow the shape of the dose curve; as a rule, active = well fitted curve in the direction sought with a large enough effect; inconclusive = small, poorly fitted or top-dose-only effect, or another doubt; inactive = no such curve, though single readings can be large; an effect the other way counts as inactive or inconclusive. Potency is read from the fitted curve at half-maximal effect. An excerpt; count on the stated rates, not on these rows.

Letters: A = POLB inh; B = JMJD2A Tudor inh; C = BAZ2B inh; D = POLH inh; E = APE1 inh; F = G9a block; G = Pol kappa inh; H = BLM helicase inh; I = POLI inh
O=C(CN1C(=O)C2C3CC(C(Br)C3Br)C2C1=O)N1CCOCC1 (stereo not given)
  A: 7%; B: -8%; C: 3%; D: -6%; E: 4%; F: -5%; G: -14%; H: 1%; I: 34%[activator]

CCC1C(C#N)=C(SC)NC2=C1C(=O)CC(C)(C)C2 (stereo not given)
  A: 12%; B: -5%; C: 15%; D: -10%; E: -2%; F: 15%[59 µM]; G: -1%; H: -2%; I: 11%

COC1CCN(C(=O)C2CCC(=O)N(C3CCCCCC3)C2)CC1 (stereo not given)
  A: 10%; B: -2%; C: 2%; D: -10%; E: 17%; F: ?; G: 12%; H: -2%; I: 9%

NC(=O)c1ccc(NC(=O)COC(=O)c2c[nH]c3ccccc23)cc1
  A: .; B: -1%; C: 4%; D: 2%; E: -3%; F: ?; G: -4%; H: .; I: -16%

Cc1ccc(C(=O)Nc2cccc(NC(=O)c3ccc(C)c([N+](=O)[O-])c3)n2)cc1[N+](=O)[O-]
  A: ?; B: -33%; C: 2%; D: ?; E: -5%; F: 8%; G: -6%; H: -19%; I: 160%[activator]

Cc1ccc(S(=O)(=O)N2CCN(Cc3cc(Br)ccc3O)CC2)cc1
  A: -19%; B: -15%; C: -2%; D: -9%; E: .; F: -32%[59 µM]; G: -17%; H: -14%; I: -5%

COc1cccc(-c2cc(C(=O)NCc3ccc(F)cc3)no2)c1
  A: 2%; B: -16%; C: 7%; D: -8%; E: .; F: 3%[59 µM]; G: -21%; H: -6%; I: 15%

CCN(CCNC(=O)C1CCN(S(=O)(=O)c2cccc3cccnc23)CC1)c1ccccc1
  A: 0%; B: ?; C: ?; D: -5%; E: 1%; F: ?; G: 2%; H: -2%; I: -4%

COC(=O)c1cccc2c1-c1ccccc1/C2=N/O
  A: -6%; B: -14%; C: 0%; D: -9%; E: 3%; F: -36%[12.7 µM]; G: -21%; H: -1%; I: 4%

CCC1C(=O)NCCN1C(=O)c1ccc(OC)c(OC2CCN(C(C)=O)CC2)c1 (stereo not given)
  A: 41%; B: -7%; C: -2%; D: -9%; E: 2%; F: -8%[12.7 µM]; G: -11%; H: -5%; I: -1%

O=C(c1ccc(F)cc1)C1CCN(Cc2ccccc2)CC1
  A: .; B: -5%; C: .; D: -22%; E: .; F: .; G: 0%; H: .; I: 24%

COc1cc(NC(=O)COC(=O)Cc2ccsc2)cc(OC)c1
  A: .; B: 5%; C: -1%; D: -7%; E: 27%; F: 1%[12.7 µM]; G: 10%; H: .; I: -11%

Cn1ccnc1SCC(=O)Nc1ccc2c(c1)OC(F)(F)O2
  A: 4%; B: .; C: -26%; D: .; E: ?; F: 5%; G: .; H: -6%; I: .

COc1ccc(-c2cc(C(=O)N3CCCCCC3)c3ccccc3n2)cc1
  A: .; B: 5%; C: 7%; D: -23%; E: 37%; F: ?; G: -2%; H: .; I: 7%

N#CCN1C(=S)N=C(Nc2cccc(Cl)c2)C12CCCCC2
  A: 14%; B: -9%; C: -4%; D: -7%; E: -3%; F: 5%[12.7 µM]; G: -8%; H: -1%; I: 10%

Individual results from the list.
Result of `COc1cc(NC(=O)COC(=O)Cc2ccsc2)cc(OC)c1` under Pol kappa inh: 10%
Result of `O=C(CN1C(=O)C2C3CC(C(Br)C3Br)C2C1=O)N1CCOCC1` (stereo not given) under Pol kappa inh: -14%

Arranged by heavy-atom count (ascending): part of the list above.
Letters: A = POLB inh; B = JMJD2A Tudor inh; C = BAZ2B inh; D = POLH inh; E = APE1 inh; F = G9a block; G = Pol kappa inh; H = BLM helicase inh; I = POLI inh
COC(=O)c1cccc2c1-c1ccccc1/C2=N/O
  A: -6%; B: -14%; C: 0%; D: -9%; E: 3%; F: -36%[12.7 µM]; G: -21%; H: -1%; I: 4%

Cn1ccnc1SCC(=O)Nc1ccc2c(c1)OC(F)(F)O2
  A: 4%; B: .; C: -26%; D: .; E: ?; F: 5%; G: .; H: -6%; I: .

O=C(CN1C(=O)C2C3CC(C(Br)C3Br)C2C1=O)N1CCOCC1 (stereo not given)
  A: 7%; B: -8%; C: 3%; D: -6%; E: 4%; F: -5%; G: -14%; H: 1%; I: 34%[activator]

COC1CCN(C(=O)C2CCC(=O)N(C3CCCCCC3)C2)CC1 (stereo not given)
  A: 10%; B: -2%; C: 2%; D: -10%; E: 17%; F: ?; G: 12%; H: -2%; I: 9%

Cc1ccc(S(=O)(=O)N2CCN(Cc3cc(Br)ccc3O)CC2)cc1
  A: -19%; B: -15%; C: -2%; D: -9%; E: .; F: -32%[59 µM]; G: -17%; H: -14%; I: -5%

COc1ccc(-c2cc(C(=O)N3CCCCCC3)c3ccccc3n2)cc1
  A: .; B: 5%; C: 7%; D: -23%; E: 37%; F: ?; G: -2%; H: .; I: 7%

CCC1C(=O)NCCN1C(=O)c1ccc(OC)c(OC2CCN(C(C)=O)CC2)c1 (stereo not given)
  A: 41%; B: -7%; C: -2%; D: -9%; E: 2%; F: -8%[12.7 µM]; G: -11%; H: -5%; I: -1%

Cc1ccc(C(=O)Nc2cccc(NC(=O)c3ccc(C)c([N+](=O)[O-])c3)n2)cc1[N+](=O)[O-]
  A: ?; B: -33%; C: 2%; D: ?; E: -5%; F: 8%; G: -6%; H: -19%; I: 160%[activator]

CCN(CCNC(=O)C1CCN(S(=O)(=O)c2cccc3cccnc23)CC1)c1ccccc1
  A: 0%; B: ?; C: ?; D: -5%; E: 1%; F: ?; G: 2%; H: -2%; I: -4%

Continuation.
Molecule	POLB inh	JMJD2A Tudor inh	BAZ2B inh	POLH inh	APE1 inh	G9a block	Pol kappa inh	BLM helicase inh	POLI inh
O=C(NCc1ccccc1)N1CCN(c2ccccc2F)CC1	3%	-6%	-3%	-7%	-1%	-2%	2%	-1%	12%
O=C(Cn1nc(CNc2ccc(Cl)cc2)[n+]2c1CCCCC2)c1ccccc1	58%	-9%	-10%	-26%	-1%	-9%[59 µM]	-5%	-7%	108%[activator]
COC(=O)c1ccc(NC(=O)CN2C(=O)NC3(CCC(C)CC3)C2=O)cc1 (stereo not given)	.	-5%	.	-18%	43%	.	-5%	.	12%
CCCC(=O)Nc1ccc(NCc2ccc(C)s2)cc1	-2%	-33%	?	-5%	10%	-13%	-13%	-4%	2%
CCOC(=O)C1Cn2c(nc3c(c2=O)C2(CCCC2)Cc2ccccc2-3)S1 (stereo not given)	-8%	17%	2%	-13%	-1%	-3%[59 µM]	-20%	-8%	-1%
CCCCn1nnnc1NCc1ccc(C)cc1	35%	-12%	-7%	-1%	-9%	.	-9%	1%	25%
O=C(O)C1=C[C@@H](c2ccc(F)cc2)C[C@@H](OCCCCO)O1	0%	?	79µM*	-9%	1%	?	-3%	-1%	-23%
CC(C)c1ccc(N(C(=O)CNC(=O)c2ccco2)C(C(=O)NC2CCCC2)c2cccnc2)cc1 (stereo not given)	9%	?	1%	-14%	11%	22%	0%	-2%	115%[activator]
Cc1nnc(SCc2ccccc2)[nH]c1=O	3%	-5%	0%	-3%	8%	1%	-10%	-5%	22%
COC(=O)C1=C(N)Oc2cc(C)n(Cc3cccnc3)c(=O)c2C1c1cccc(OC)c1OC (stereo not given)	-2%	-23%	-4%	-9%	-1%	10%[2.33 µM]	12%	-1%	-2%

Bioassay records deposited in PubChem by National Center for Advancing Translational Sciences (NCATS).
